Screening results as filed in PubChem.
H9c2 protect = cardioprotection against H2O2-induced cell death, primary screen, uHTS, H9c2 cells, ATPLite luminescence | AID 588492, 2011 | protection from H2O2 cell death, % at 20 µM | H9c2 cardiomyocytes, H2O2 injury protection, 2 h | hit rate 0.63% among 360,000;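 active = compounds giving at least 50% protection of heart cells from peroxide-induced death in the single-dose screen, raw or plate-pattern-corrected value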;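 note: 0% = DMSO wells with peroxide and 100% = DMSO wells without peroxide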
ABCB6 inh 2 = ABCB6 transporter inhibitors, primary screen, K562-ABCB6 cells, flow cytometry, MLPCN library; fluorescence ratio to DMSO, % at 10 µM; ATP-binding cassette sub-family B member 6 (Homo sapiens), Q9NP58; AID 602162, 2011; K562-ABCB6 porphyrin accumulation, 1 h; hits give low values; hit rate 0.19% among 360,000;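 active = fluorescence ratio to DMSO below 75%, the collection mean minus 3 SD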;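 note: signal is porphyrin accumulated inside mitochondria; 100% equals median channel fluorescence of DMSO control wells; lower ratio means ABCB6 inhibition with less porphyrin fluorescence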
MC4R antagonist = MC4R antagonists of cAMP signaling, primary screen, cell-based, TR-FRET, antagonist arm of biased-ligand search; Melanocortin receptor 4 (Homo sapiens), P32245; MC4R-expressing cells, MTII-stimulated cAMP, LANCE TR-FRET; inhibition, % at 6.5 µM; hit rate 0.48% among 360,000; AID 540295, 2011;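 active = inhibition above its plate's cutoff, the mean of tested wells on that plate plus 3 SD, cut at about 29% in these data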;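 note: 0% = Melanotan II alone and 100% = Melanotan II plus saturating MCL0020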
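system = U2OS cells with stable human MC4R expression | also added = Melanotan II challenge after compound preincubation | dosing = one concentration, 6.5 µM nominal | incubation = compound 30 min, challenge 1 h, detection 1 h | measured by = TR-FRET with Eu-cAMP and labeled anti-cAMP, 671 nm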
MC4R ag barr = MC4R agonists recruiting beta-arrestin, primary screen, cell-based, luminescence, agonist arm of biased-ligand search. activation, % at 8.9 µM. hit rate 0.98% among 360,000. U2OS MC4R beta-arrestin complementation; percent of melanotan II response, DMSO zero. Melanocortin receptor 4 (Homo sapiens), P32245;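 active = activation above a per-plate cutoff, the mean activation of sample wells on that plate plus 3 SD, cut at about 8% in these data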
aDG glyco act = activators of alpha-DG glycosylation, primary screen, uHTS, Pro5-aDG cells, AlphaScreen | alpha-DG glycosylation AlphaScreen (IIH6); 0% Pro5, 100% B10-LARGE cell signal | activation, % at 10 µM | hit rate 0.22% among 360,000 | AID 624168, 2012;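 active = activation of at least 8% versus controls, or a plate z-score of at least 8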;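 note: Pro5 are CHO cells carrying HIG-tagged alpha-DG that lacks glycosylation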
iPSC survival up = enhancers of single-cell hiPSC survival, primary screen, ATPlite luminescence. 100% = ROCK inhibitor wells, 0% = DMSO. survival enhancement, % at 20 µM. hit rate 0.044% among 360,000; in the data active = survival enhancement above about 18%;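 note: cells exposed to compounds for 16 hours before the ATP read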
ABHD5 PLIN5 PPI = ABHD5-PLIN5 interaction inhibitors, primary screen, cell lysate, split luciferase complementation, luminescence; Perilipin-5 (Homo sapiens) + 1-acylglycerol-3-phosphate O-acyltransferase ABHD5 (Homo …; Split G. princeps luciferase complementation, 4 h; inhibition, % at 4 µM; hit rate 0.78% among 360,000; AID 602281, 2012;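 active = inhibition above the mean inhibition across every tested compound plus 3 SD, cut at about 22% in these data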;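 note: 0% = DMSO only wells and the 100% control is not disclosed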
Target sequence (Q00G26 whole entry, looked up): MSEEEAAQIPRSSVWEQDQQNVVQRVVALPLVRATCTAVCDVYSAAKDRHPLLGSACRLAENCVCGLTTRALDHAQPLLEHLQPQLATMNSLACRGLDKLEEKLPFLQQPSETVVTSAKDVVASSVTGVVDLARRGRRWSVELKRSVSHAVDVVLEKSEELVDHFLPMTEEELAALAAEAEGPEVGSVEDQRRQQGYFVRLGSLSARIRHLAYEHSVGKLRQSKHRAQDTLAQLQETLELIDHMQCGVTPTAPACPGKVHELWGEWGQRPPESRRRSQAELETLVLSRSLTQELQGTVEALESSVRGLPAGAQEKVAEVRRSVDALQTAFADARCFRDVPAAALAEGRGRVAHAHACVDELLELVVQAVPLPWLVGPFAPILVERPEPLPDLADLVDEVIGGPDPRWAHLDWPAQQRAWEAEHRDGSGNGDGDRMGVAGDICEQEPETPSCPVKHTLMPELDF
Target sequence (Q8WTS1 whole entry, looked up): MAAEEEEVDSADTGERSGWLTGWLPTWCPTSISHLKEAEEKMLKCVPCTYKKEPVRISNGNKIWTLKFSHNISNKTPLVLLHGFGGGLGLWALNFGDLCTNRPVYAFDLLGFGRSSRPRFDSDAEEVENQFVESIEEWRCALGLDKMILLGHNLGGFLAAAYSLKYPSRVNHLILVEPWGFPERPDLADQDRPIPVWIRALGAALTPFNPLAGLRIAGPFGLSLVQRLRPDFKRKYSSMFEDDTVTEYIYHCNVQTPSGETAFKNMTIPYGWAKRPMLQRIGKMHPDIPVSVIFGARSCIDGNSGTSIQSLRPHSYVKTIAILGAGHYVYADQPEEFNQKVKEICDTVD
m5-HT2A agonist = mouse Htr2a agonists via beta-arrestin recruitment, primary screen, cell-based, luminescence | 5-hydroxytryptamine receptor 2A (Mus musculus), P35363 | CHO-K1 mHTR2A beta-arrestin complementation; percent of 30 µM serotonin response | activation, % at 7.6 µM | hit rate 0.66% among 360,000 | AID 624169, 2012;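 active = activation above a run cutoff, the mean activation of all tested compounds plus 3 SD, cut at about 14% in these data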;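 note: 0% = plate median of compound wells and 100% = 30 µM serotonin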
Granule exo inh = LAMP-1 surface exposure blockers, TALL-104 cells – cell-based, flow cytometry, MLPCN library, primary screen; inhibition, % at 10 µM; TALL-104 LAMP-1 surface exposure; cells stimulated with thapsigargin and PMA; hit rate 0.66% among 360,000; AID 651702, 2012;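 active = inhibition above about 55%, limit read from the data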
Glyco luc inh = increase of ERlucT glycosylation luciferase signal, primary screen, N-linked glycosylation inhibitor project, D54 ERlucT cells, luminescence, set 2. D54 ERlucT glycosylation luciferase reporter, 24 h; percent of 100 nM tunicamycin response. reporter increase, % at 12.5 µM. hit rate 0.23% among 360,000. AID 588692, 2011;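 active = mean luciferase reporter signal, scaled so untreated is 0 and the glycosylation-blocking control 100, at or above a set limit in every replicate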;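 note: luciferase carries N-glycosylation sites so blocking glycosylation raises the light; 0% = median of neutral control wells and 100% = median of 100 nM tunicamycin wells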
Active calls of the source: *.

Screening Cc1ccc(NC(=O)CNC(=O)c2ccc(OC(F)F)cc2)cc1S(=O)(=O)N1CCCCCC1 returned H9c2 protect -10, ABCB6 inh 2 97, MC4R antagonist 8, MC4R ag barr -1.6, aDG glyco act 0.4, iPSC survival up -0.6, ABHD5 PLIN5 PPI -1, m5-HT2A agonist -5, Granule exo inh -11 and Glyco luc inh -5.
O=C(O)c1ccc(-c2nc(-c3ccc(Cl)c(Cl)c3)cs2)cc1 was read as H9c2 protect -2, ABCB6 inh 2 109, MC4R antagonist 31*, MC4R ag barr -2.1, aDG glyco act 0.4, iPSC survival up 0.3, ABHD5 PLIN5 PPI -1, m5-HT2A agonist -2, Granule exo inh 3 and Glyco luc inh 7.
COc1ccccc1N1CCN(/N=C/C=C/c2ccccc2[N+](=O)[O-])CC1 was read as H9c2 protect -5, ABCB6 inh 2 89, MC4R antagonist 0, MC4R ag barr -0.2, aDG glyco act -0.2, iPSC survival up -0.4, ABHD5 PLIN5 PPI -15, m5-HT2A agonist 0, Granule exo inh 2 and Glyco luc inh 0.
For Cc1ccc(NC2=NC(c3ccc(F)cc3)n3c(nc(C)cc3=O)N2)c(C)c1 (stereo not drawn) the results were H9c2 protect 4, ABCB6 inh 2 96, MC4R antagonist -1, MC4R ag barr -1.5, aDG glyco act -0.1, iPSC survival up -0.5, ABHD5 PLIN5 PPI 3, m5-HT2A agonist -5, Granule exo inh -1 and Glyco luc inh -2.
CNC(=S)Nc1ccc2[nH]c(=O)[nH]c2c1 was read as H9c2 protect 0, ABCB6 inh 2 104, MC4R antagonist 4, MC4R ag barr -2.0, aDG glyco act 0.0, iPSC survival up -0.3, ABHD5 PLIN5 PPI 0, m5-HT2A agonist 1, Granule exo inh 0 and Glyco luc inh 4.
Cc1csc(NC(=O)C2CCCC2)n1 was read as H9c2 protect 4, ABCB6 inh 2 101, MC4R antagonist 3, MC4R ag barr -0.3, aDG glyco act -0.2, iPSC survival up -0.4, ABHD5 PLIN5 PPI -9, m5-HT2A agonist -6, Granule exo inh 2 and Glyco luc inh 2.
`CCCC(C)NC(=O)c1sc2nc3n(c(=O)c2c1C)CCC3` (stereo not drawn) gave H9c2 protect 1, ABCB6 inh 2 95, MC4R antagonist 3, MC4R ag barr -1.2, aDG glyco act -0.2, iPSC survival up 0.8, ABHD5 PLIN5 PPI -1, m5-HT2A agonist 2, Granule exo inh 0 and Glyco luc inh 2.
CN(C(=O)/C(N=Nc1cccc(C(F)(F)F)c1)=C(\O)C(F)(F)F)c1ccccc1 was read as H9c2 protect -3, ABCB6 inh 2 97, MC4R antagonist 4, MC4R ag barr -0.9, aDG glyco act -0.1, iPSC survival up -0.5, ABHD5 PLIN5 PPI -10, m5-HT2A agonist -5, Granule exo inh 1 and Glyco luc inh 0.
`CCOc1ccc(-n2c(COc3ccc(C)cc3)nnc2SCC(N)=O)cc1` gave H9c2 protect -5, ABCB6 inh 2 97, MC4R antagonist 3, MC4R ag barr -0.9, aDG glyco act 0.5, iPSC survival up -1.3, ABHD5 PLIN5 PPI 9, m5-HT2A agonist -5, Granule exo inh -4 and Glyco luc inh 0.
For CCc1cc(C(=O)N2CCCC(C(=O)c3ccc(OC)c(F)c3)C2)n(C)n1 (stereo not drawn) the results were H9c2 protect -4, ABCB6 inh 2 97, MC4R antagonist -1, MC4R ag barr -1.0, aDG glyco act 0.1, iPSC survival up -0.3, ABHD5 PLIN5 PPI -1, m5-HT2A agonist 1, Granule exo inh -4 and Glyco luc inh 3.
COCCn1c(SCC(=O)NCc2ccco2)nnc1-c1c[nH]c2ccccc12 was read as H9c2 protect -10, ABCB6 inh 2 98, MC4R antagonist 14, MC4R ag barr -0.3, aDG glyco act 0.0, iPSC survival up 3.8, ABHD5 PLIN5 PPI 1, m5-HT2A agonist 2, Granule exo inh -2 and Glyco luc inh 1.
For Cc1ccc(C23CC4CC(CC(CC(=O)NC(C)(C)CO)(C4)C2)C3)cc1 the results were H9c2 protect -10, ABCB6 inh 2 92, MC4R antagonist 8, MC4R ag barr -0.5, aDG glyco act 0.3, iPSC survival up -0.7, ABHD5 PLIN5 PPI -1, m5-HT2A agonist 2, Granule exo inh 16 and Glyco luc inh 2.
For CCNC(=O)CSc1nc2ccccc2c(=O)n1-c1cc(OC)ccc1OC the results were H9c2 protect 10, ABCB6 inh 2 96, MC4R antagonist 24, MC4R ag barr 0.0, aDG glyco act -0.2, iPSC survival up 3.5, ABHD5 PLIN5 PPI -1, m5-HT2A agonist 0, Granule exo inh 2 and Glyco luc inh 2.
`COc1ccc(C2N(C(=O)N3CCOCC3)CCN2S(=O)(=O)c2ccc(C)cc2)cc1` (stereo not drawn) gave H9c2 protect -1, ABCB6 inh 2 103, MC4R antagonist 20, MC4R ag barr 1.5, aDG glyco act -0.1, iPSC survival up 4.7, ABHD5 PLIN5 PPI -4, m5-HT2A agonist -6, Granule exo inh -5 and Glyco luc inh 5.
Screening C=CCOc1cccc(C2NC(=O)c3ccccc3O2)c1 (stereo not drawn) returned H9c2 protect -2, ABCB6 inh 2 99, MC4R antagonist 12, MC4R ag barr 1.2, aDG glyco act 0.1, iPSC survival up -0.7, ABHD5 PLIN5 PPI 1, m5-HT2A agonist 8, Granule exo inh 6 and Glyco luc inh 1.
For Cc1c(C)n(CC(O)CNCCO)c2ccccc12 (stereo not drawn) the results were H9c2 protect 10, ABCB6 inh 2 102, MC4R antagonist 18, MC4R ag barr -1.2, aDG glyco act 0.1, iPSC survival up -0.3, ABHD5 PLIN5 PPI -4, m5-HT2A agonist 12, Granule exo inh -3 and Glyco luc inh 1.
`CCN(Cc1ccc(OC)c(F)c1)C(=O)C1CCCO1` (stereo not drawn) gave H9c2 protect -4, ABCB6 inh 2 98, MC4R antagonist 5, MC4R ag barr -0.3, aDG glyco act 0.1, iPSC survival up 1.5, ABHD5 PLIN5 PPI -3, m5-HT2A agonist 5, Granule exo inh -3 and Glyco luc inh 1.
Screening Cc1ccccc1NC(=O)Nc1nc(C(N)C2CCCCC2)cs1 (stereo not drawn) returned H9c2 protect -10, ABCB6 inh 2 92, MC4R antagonist 0, MC4R ag barr 3.7, aDG glyco act 1.7, iPSC survival up -2.7, ABHD5 PLIN5 PPI 11, m5-HT2A agonist 2, Granule exo inh 15 and Glyco luc inh -6.
Screening NC(=S)N/N=C/c1ccc(OC(=O)c2cccnc2)cc1 returned H9c2 protect -16, ABCB6 inh 2 96, MC4R antagonist 17, MC4R ag barr -0.7, aDG glyco act 0.1, iPSC survival up 0.9, ABHD5 PLIN5 PPI -4, m5-HT2A agonist 0, Granule exo inh -2 and Glyco luc inh 1.
`Cc1ccc(OCC(=O)NCCCNC(=O)c2cnccn2)cc1C` gave H9c2 protect -6, ABCB6 inh 2 99, MC4R antagonist 11, MC4R ag barr -1.6, aDG glyco act 0.1, iPSC survival up 0.3, ABHD5 PLIN5 PPI -4, m5-HT2A agonist 1, Granule exo inh -3 and Glyco luc inh 1.
`Cc1ccc(C)c(NC(=O)CCC(=O)OC(C(=O)c2ccccc2)c2ccccc2)c1` (stereo not drawn) gave H9c2 protect 1, ABCB6 inh 2 91, MC4R antagonist -5, MC4R ag barr 5.0, aDG glyco act 0.0, iPSC survival up -2.0, ABHD5 PLIN5 PPI 13, m5-HT2A agonist 1, Granule exo inh 5 and Glyco luc inh 0.
`COC(=O)c1ccc(NC(=O)COc2coc(CN3CCc4ccccc43)cc2=O)cc1` gave H9c2 protect -6, ABCB6 inh 2 101, MC4R antagonist -1, MC4R ag barr -4.1, aDG glyco act 0.1, iPSC survival up 0.4, ABHD5 PLIN5 PPI -2, m5-HT2A agonist 5, Granule exo inh -4 and Glyco luc inh -1.
`COc1c(Cl)cnn(-c2ccc(C)cc2)c1=O` gave H9c2 protect -7, ABCB6 inh 2 98, MC4R antagonist 34*, MC4R ag barr -0.9, aDG glyco act 0.5, iPSC survival up 27*, ABHD5 PLIN5 PPI -1, m5-HT2A agonist -1, Granule exo inh 4 and Glyco luc inh 7.
Screening Cc1ccc(NC(=O)COC(=O)CCc2c[nH]c(=O)[nH]2)cc1 returned H9c2 protect 8, ABCB6 inh 2 97, MC4R antagonist 1, MC4R ag barr -1.1, aDG glyco act -0.3, iPSC survival up 2.3, ABHD5 PLIN5 PPI 6, m5-HT2A agonist 0, Granule exo inh -3 and Glyco luc inh 3.
Screening COc1ccc(C(=O)CCC(=O)Nc2ccc(N3CCN(C)CC3)cc2)cc1OC returned H9c2 protect 4, ABCB6 inh 2 95, MC4R antagonist 2, MC4R ag barr -1.4, aDG glyco act -0.2, iPSC survival up 0.6, ABHD5 PLIN5 PPI -3, m5-HT2A agonist -1, Granule exo inh -4 and Glyco luc inh 1.
Screening COc1ccc(CCN(C)CCC(=O)Nc2cccc(C)c2)cc1OC returned H9c2 protect -2, ABCB6 inh 2 93, MC4R antagonist 5, MC4R ag barr 0.8, aDG glyco act -0.1, iPSC survival up -0.1, ABHD5 PLIN5 PPI 5, m5-HT2A agonist 0, Granule exo inh -3 and Glyco luc inh -1.
`Oc1ccccc1Oc1ncc(Br)c(Cl)n1` gave H9c2 protect 4, ABCB6 inh 2 95, MC4R antagonist 5, MC4R ag barr -1.1, aDG glyco act 0.1, iPSC survival up -0.2, ABHD5 PLIN5 PPI 9, m5-HT2A agonist 3, Granule exo inh -12 and Glyco luc inh -1.
CCN(CC)C(=O)C1=C(C)N(Cc2ccc(F)cc2)C(=O)C(CC(=O)NCc2cccs2)C1 (stereo not drawn) was read as H9c2 protect 5, ABCB6 inh 2 97, MC4R antagonist 8, MC4R ag barr 0.2, aDG glyco act 0.1, iPSC survival up 3.8, ABHD5 PLIN5 PPI -6, m5-HT2A agonist -1, Granule exo inh 1 and Glyco luc inh 2.
`CCn1c(N2CCN(S(=O)(=O)c3ccccc3C(F)(F)F)CC2)nc2ccccc21` gave H9c2 protect 0, ABCB6 inh 2 86, MC4R antagonist 1, MC4R ag barr -1.2, aDG glyco act 0.7, iPSC survival up 1.4, ABHD5 PLIN5 PPI 9, m5-HT2A agonist 8, Granule exo inh -1 and Glyco luc inh -2.

The order is random. About 4.5% of those tested had a hit in this group.
